Screening data (PubChem)
FID counter – compounds displacing fluorescent DNA intercalator, primary screen, artefact control for HCV NS3 helicase inhibitor project, biochemical, FID fluorescence. inhibition, % at 7.9 µM. DNA fluorescent intercalator displacement. actives 0.17% (n = 290,000); in the data active = inhibition above about 37%;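 note: 0% = vehicle and 100% = reference compound; higher means more ethidium bromide displaced from hairpin DNA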
V1aR counter – agonists of human V1a receptor, primary screen, counter-screen for OXTR agonist project, fluorescence, CHO-V1R cells | Vasopressin V1a receptor (Homo sapiens), P37288 | Fluo-8 calcium fluorescence, agonist mode; 0% DMSO, 100% 3 nM vasopressin | activation, % at 3 µM | actives 0.25% (n = 320,000);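 active = activation above the mean activation of all tested compounds plus 3 SD, per screening run, cut at about 20% in these data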;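 note: signal is peak over basal fluorescence ratio across a 100 second FLIPR read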
VIM-2 inh – VIM-2 metallo-beta-lactamase inhibitors, primary screen, biochemical, epi-absorbance readout, Pseudomonas aeruginosa enzyme; inhibition, % at 5.6 µM; actives 0.89% (n = 290,000); purified VIM-2, nitrocefin hydrolysis, epi-absorbance fluorescence;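 active = inhibition above the mean of all tested compounds plus 3 SD, cutoff set per screening run, cut at about 7.5% in these data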;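 note: red hydrolysis product quenches plate fluorescence so inhibitors raise well fluorescence; 0% = enzyme with DMSO and 100% = DMSO without enzyme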
NS3 helicase inh – inhibitors of HCV NS3 helicase, primary screen, biochemical, Cy5 molecular beacon fluorescence. Hepatitis C virus NS3 helicase. NS3 helicase DNA unwinding. inhibition, % at 10.9 µM. actives 0.56% (n = 290,000). AID 1800, 2009;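 active = inhibition above the mean of all tested compounds plus 3 SD, set per campaign, cut at about 35% in these data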;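 note: 0% = DMSO wells and 100% = thioflavine S control wells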
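Control set: DMSO versus 110 µM thioflavine S; Material: NS3 helicase fragment of HCV; Measured by: Cy5 fluorescence at 0 and 60 min, beacon hairpin quenching; Read-out basis: percent inhibition from t60/t0 fluorescence ratio; Times: reaction time 60 min, 25 °C; Repeats: single replicate; Compound dosing: single dose, 10.9 µM nominal final, DMSO 0.8% final.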
IMP-1 inhibitor – IMP-1 metallo-beta-lactamase inhibitors, primary screen, biochemical, epi-absorbance readout, Pseudomonas aeruginosa enzyme. actives 0.45% (n = 290,000). inhibition, % at 5.6 µM. purified IMP-1, nitrocefin hydrolysis, epi-absorbance fluorescence. metallo-beta-lactamase IMP-1 (Pseudomonas aeruginosa);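 active = inhibition above the mean plus 3 SD of all compounds in the same screening run, cut at about 4.5% in these data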;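 note: 0% = IMP-1 with DMSO and 100% = DMSO wells lacking enzyme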
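System: Purified recombinant IMP-1 metallo-beta-lactamase enzyme | Measured by: Fluorescence quenching readout, ex 480/em 530 nm | Replication: Singlicate | Incubation: 15 min preincubation plus 25 min reaction at 25 °C | Evaluation: Percent inhibition from optical density relative to buffer-blank wells | Benchmarks: DMSO with and without IMP-1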
PHOSPHO1 inh – PubChem AID 1565; recombinant PHOSPHO1, absorbance phosphatase assay; inhibition, % at 13.3 µM; actives 1.1% (n = 290,000); in the data active = inhibition above about 60%
Target sequence (Q8TCT1 whole entry, looked up): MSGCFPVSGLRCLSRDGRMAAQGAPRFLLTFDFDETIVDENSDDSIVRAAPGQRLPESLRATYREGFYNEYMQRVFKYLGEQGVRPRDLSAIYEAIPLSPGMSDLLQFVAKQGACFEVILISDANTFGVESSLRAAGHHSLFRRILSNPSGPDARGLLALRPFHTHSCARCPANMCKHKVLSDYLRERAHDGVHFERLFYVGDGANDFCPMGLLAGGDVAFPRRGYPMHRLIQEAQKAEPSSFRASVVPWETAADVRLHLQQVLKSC
OXTR agonist – human OXTR agonists, primary screen, fluorescence, CHO-OTR cells, Fluo-8 calcium. Oxytocin receptor (Homo sapiens), P30559. Fluo-8 calcium fluorescence; normalized: DMSO 0%, oxytocin 100%. activation, % at 3 µM. actives 0.32% (n = 320,000);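 active = activation above the mean of all tested compounds plus 3 SD, cutoff set per screening run, cut at about 20% in these data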;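 note: peak over basal fluorescence ratio from a 100 s FLIPR kinetic read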
GalR3 antagonist – GalR3 antagonists in HEK293 cells, primary screen, cell-based, fluorescence readout; Galanin receptor type 3 (Homo sapiens), O60755; HEK293 GalR3-CNG cAMP membrane potential fluorescence; galR3 body fused to GalR1 C-terminus; actives 0.44% (n = 360,000); inhibition, % at 3 µM;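 active = inhibition above the screen-wide average plus 3 SD, cut at about 13% in these data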;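 note: forskolin and galanin both at EC90 stimulate the cells; cAMP rise reported by CNG channel membrane potential dye signal; 0% = forskolin plus galanin with DMSO and 100% = forskolin alone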
Target sequence (O60755 1-299 limits assumed): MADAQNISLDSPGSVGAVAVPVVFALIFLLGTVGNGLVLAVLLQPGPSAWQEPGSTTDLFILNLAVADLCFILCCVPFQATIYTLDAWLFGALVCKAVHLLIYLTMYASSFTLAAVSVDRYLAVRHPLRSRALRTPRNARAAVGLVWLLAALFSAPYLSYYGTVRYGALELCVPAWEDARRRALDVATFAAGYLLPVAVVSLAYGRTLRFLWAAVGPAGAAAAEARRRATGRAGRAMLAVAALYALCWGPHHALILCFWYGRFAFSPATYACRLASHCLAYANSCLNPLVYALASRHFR
GPR7 antag – GPR7 receptor antagonists, primary screen, cell-based, fluorescence, single concentration | inhibition, % at 4.4 µM | Neuropeptides B/W receptor type 1 (Homo sapiens), P48145 | GPR7-expressing cells, fluorescence antagonist assay | actives 1.1% (n = 290,000); in the data active = inhibition above about 16%, passing the limit was not always enough;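 note: cells stimulated with the agonist NPW; 0% = agonist with vehicle and 100% = vehicle without agonist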
Target sequence (P48145 whole entry, looked up): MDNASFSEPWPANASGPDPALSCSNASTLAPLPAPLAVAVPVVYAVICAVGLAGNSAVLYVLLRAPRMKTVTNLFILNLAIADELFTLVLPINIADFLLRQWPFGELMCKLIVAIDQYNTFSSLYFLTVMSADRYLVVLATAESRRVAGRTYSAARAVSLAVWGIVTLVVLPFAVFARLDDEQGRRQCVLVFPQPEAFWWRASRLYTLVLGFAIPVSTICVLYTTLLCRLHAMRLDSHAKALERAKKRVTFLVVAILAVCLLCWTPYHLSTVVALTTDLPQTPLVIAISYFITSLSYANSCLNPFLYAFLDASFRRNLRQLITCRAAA
Numbers without * were called inactive; / = no result given.

SMILES	FID counter	V1aR counter	VIM-2 inh	NS3 helicase inh	IMP-1 inhibitor	PHOSPHO1 inh	OXTR agonist	GalR3 antagonist	GPR7 antag
CS(=O)(=O)c1ccc2nc(NC(=O)C3CCCCC3)sc2c1	-7	-0.6	-5.5	-5	-2.3	-33	0.4	4	0
CCOC(=O)CN1C(=O)C(=O)N(Cc2c(Cl)cccc2Cl)C1=O	-13	0.4	-3.3	10	-5.0	/	-0.6	-14	-19
CCC(C)[C@H](NC(=O)NCc1ccc(S(N)(=O)=O)cc1)C(=O)O (stereo not given in full)	-2	-0.8	-2.8	-12	-2.3	11	0.6	-6	-9
CCSc1nnc(NC(=O)C2CCCCC2C(=O)O)s1 (stereo not given)	-5	0.6	-1.8	-2	-2.3	-3	-0.2	-2	-2
CC1CCC(C(C)C)C(OC(=O)Cn2nnc3c(cnn3-c3ccccc3)c2=O)C1 (stereo not given)	-3	-0.4	-1.2	12	-1.2	15	0.2	-3	-10
Cc1ccc(N/C(N)=N/c2nc(CSc3ccc(C)cc3)cc(=O)[nH]2)cc1	-3	/	-1.7	-6	-2.5	26	/	-4	-14
CCN(CC)C(=O)CSc1nnc(CNc2ccc(F)cc2)n1-c1ccccc1	-32	0.5	-1.3	-1	-0.3	-38	1.3	-1	-4
O=C(CN1CCCC1)N1CCN(c2ccccc2)CC1	1	0.2	-2.7	0	-2.5	23	0.9	-7	-14
O=C(CCN1C(=O)C2C3C=CC(C3)C2C1=O)Nc1c(F)cccc1F (stereo not given)	4	0.8	0.2	-10	-2.8	29	0.5	0	4
c1coc(CNC2CCCCCCC2)c1	2	1.5	-4.0	1	-3.7	-36	0.1	-3	-8

By substructure: the compounds so far with fluorine
SMILES	FID counter	V1aR counter	VIM-2 inh	NS3 helicase inh	IMP-1 inhibitor	PHOSPHO1 inh	OXTR agonist	GalR3 antagonist	GPR7 antag
CCN(CC)C(=O)CSc1nnc(CNc2ccc(F)cc2)n1-c1ccccc1	-32	0.5	-1.3	-1	-0.3	-38	1.3	-1	-4
O=C(CCN1C(=O)C2C3C=CC(C3)C2C1=O)Nc1c(F)cccc1F (stereo not given)	4	0.8	0.2	-10	-2.8	29	0.5	0	4

Continued:
SMILES	FID counter	V1aR counter	VIM-2 inh	NS3 helicase inh	IMP-1 inhibitor	PHOSPHO1 inh	OXTR agonist	GalR3 antagonist	GPR7 antag
COc1ccc(CN2CCN(Cc3ccc(C)cc3)C(CCO)C2)cc1OC (stereo not given)	8	-0.1	-3.1	-5	-1.0	46	-0.4	-1	-8
COc1ccc(N(CC(=O)NCCc2ccccc2)C(=O)CCC(=O)Nc2nccs2)c(OC)c1	-49	1.6	-1.9	-11	-1.8	9	2.0	-10	-5
COc1ccc(CN(C)S(=O)(=O)c2nnc(NC(=O)c3cccc(F)c3)s2)cc1OC	-50	12	-3.9	-2	0.1	43	10	-7	0
O=C1[C@H]2[C@H](ON3CCCC[C@H]23)C(=O)N1c1ccc(Cl)cc1	3	-0.5	-1.7	1	-3.7	20	-1.4	-3	-3
COc1ccc(-c2c3c([nH]c(=S)c2C#N)CCC3)cc1	-9	/	-6.5	16	-2.1	55	/	-2	-8
O=C(CC1NC2CCCCC2NC1=O)Nc1ccc2c(c1)OCO2 (stereo not given)	-4	-0.7	-0.7	5	-5.3	6	0.4	-6	-14
CCOC(=O)C1(CCSC)NC(c2ccco2)C2C(=O)N(CC)C(=O)C21 (stereo not given)	-4	0.0	-1.7	-5	-2.7	-25	0.6	0	-5
CCC(=O)NC(=S)Nc1ccccc1C(=O)OC	-1	0.0	-2.8	4	-0.9	-10	-0.1	2	13
COc1ccc(Oc2cnc3ccccc3n2)cc1	3	-0.7	0.3	6	-2.4	-7	-0.7	-2	0
Cc1cccc(NC(=O)c2cccnc2Cl)n1	-4	-0.2	-0.9	4	-0.4	9	0.3	-1	0
COC(=O)COn1c(-n2nc(C)cc2C)nc2ccccc2c1=O	-5	-0.4	-2.0	-1	-3.7	23	-0.5	-2	-1
NS(=O)(=O)c1ccc(NC(=O)COC(=O)c2cnccn2)cc1	7	0.2	0.4	0	0.2	36	0.2	-4	8
CCOc1ccc(C(=O)NC(Cc2ccccc2)C(=O)OC)cc1 (stereo not given)	-7	-0.6	1.0	-12	-0.2	50	-1.5	-1	0
COc1cc(OC)cc(C2C(C#N)=C(N)Oc3n[nH]c(-c4cccnc4)c32)c1 (stereo not given)	-5	-0.3	1.1	-5	-3.7	29	-0.5	3	-10
Cc1cc(C)nc(NC2=NCC(=O)N2c2ccccc2)n1	2	1.3	-2.7	-4	-1.4	-21	1.1	-1	-4
CCC(C)(C)n1nnnc1C(c1cc(OC)c(OC)c(OC)c1)N1CCN(c2ccccc2)CC1 (stereo not given)	0	0.2	-6.5	0	-4.5	-38	0.2	-3	-9
COc1cc2c(cc1OC)C(C(=O)Nc1cccc(C)n1)C(c1cccnc1)N(C)C2=O (stereo not given)	-5	0.5	-1.1	12	-5.4	30	0.4	-2	-12
COc1ccc(NC(=O)Cc2coc3cc(C)ccc23)cn1	-11	6.6	-1.9	3	-3.6	-24	1.1	-4	-3
CCC(C)c1ccc(NC(=O)Nc2cnccn2)cc1 (stereo not given)	-27	0.6	0.7	4	-0.2	53	-0.5	6	19
CCOC(=O)c1sc(NC(=O)CSc2ncccn2)nc1C	-5	1.9	-1.2	-3	-1.9	8	-0.4	-3	-12

Rewritten as a markdown table: entries from further up
| mol | FID counter | V1aR counter | VIM-2 inh | NS3 helicase inh | IMP-1 inhibitor | PHOSPHO1 inh | OXTR agonist | GalR3 antagonist | GPR7 antag |
| --- | --- | --- | --- | --- | --- | --- | --- | --- | --- |
| Cc1cc(C)nc(NC2=NCC(=O)N2c2ccccc2)n1 | 2 | 1.3 | -2.7 | -4 | -1.4 | -21 | 1.1 | -1 | -4 |
| CCC(C)(C)n1nnnc1C(c1cc(OC)c(OC)c(OC)c1)N1CCN(c2ccccc2)CC1 (stereo not given) | 0 | 0.2 | -6.5 | 0 | -4.5 | -38 | 0.2 | -3 | -9 |
| COc1cc2c(cc1OC)C(C(=O)Nc1cccc(C)n1)C(c1cccnc1)N(C)C2=O (stereo not given) | -5 | 0.5 | -1.1 | 12 | -5.4 | 30 | 0.4 | -2 | -12 |
| COc1ccc(NC(=O)Cc2coc3cc(C)ccc23)cn1 | -11 | 6.6 | -1.9 | 3 | -3.6 | -24 | 1.1 | -4 | -3 |
| CCC(C)c1ccc(NC(=O)Nc2cnccn2)cc1 (stereo not given) | -27 | 0.6 | 0.7 | 4 | -0.2 | 53 | -0.5 | 6 | 19 |

(more compounds)
SMILES	FID counter	V1aR counter	VIM-2 inh	NS3 helicase inh	IMP-1 inhibitor	PHOSPHO1 inh	OXTR agonist	GalR3 antagonist	GPR7 antag
S=C(Nc1ccc(N2CCOCC2)cc1)Nc1ccc2snnc2c1	7	0.2	-0.1	-15	-2.9	60	1.1	-1	-1
COc1cc(C(=S)N2CCOCC2)cc(OC)c1OS(=O)(=O)c1ccc(Cl)cc1	-33	0.2	1.4	3	-1.1	13	0.1	-9	-5
O=C(NCc1cccnc1)C1CCCN(S(=O)(=O)c2ccc(Br)cc2)C1 (stereo not given)	-5	0.1	-2.5	1	-3.5	-74	-0.2	-1	-7
Cc1cccc(NCCC(=O)c2ccc([N+](=O)[O-])cc2)c1C	2	-0.7	-1.2	-8	-0.9	17	-0.4	1	-12
Cc1ccc(-c2cnn(-c3ccccc3)c2N)cc1	-7	-0.7	-4.1	5	-1.0	28	-1.9	-6	4
CCOc1ccc(N(CC(=O)NC2CCCCC2)C(=O)CCC(=O)Nc2cc(C)ccn2)cc1	-13	-0.3	-4.0	-8	-3.2	-24	-0.3	-9	1
O=C(c1ccncc1)c1ccc([N+](=O)[O-])cc1	0	0.6	-1.6	-1	-2.2	-13	0.2	1	-7
COc1ccc(OC)c2sc(Cl)nc12	1	-0.7	-1.5	-9	-2.4	15	-1.5	-4	-8
Cc1ccc(OCC(O)Cn2c(NCCc3ccccc3)nc3c2c(=O)[nH]c(=O)n3C)cc1 (stereo not given)	-6	-1.2	-0.8	0	-2.2	-3	-1.1	1	-13
O=C(CN1CCOCC1)Nc1ccccc1C(=O)O	-2	0.6	-2.3	-9	-0.1	15	1.4	-2	-5
CCC(CC)C(=O)NCCCN1CCOCC1	-5	0.0	0.8	7	0.4	0	1.4	-5	3
S=C(NCCc1ccccc1)NCC(c1ccco1)N1CCCCC1 (stereo not given)	10	-0.9	-3.5	1	-3.3	15	-1.2	-10	-1
CCOC(=O)CC(=O)CSc1ncnc2c1nnn2-c1ccccc1	-5	0.2	7.0	11	2.8	38	-0.7	-10	11
O=C(CCCc1nc2ccccc2s1)NCc1ccc(F)cc1	-20	-0.1	1.9	-8	-1.1	3	-1.0	-4	3
O=S(=O)(NCc1cccnc1)c1ccc(Br)s1	0	0.2	-3.2	-3	-3.5	6	-0.3	-5	-7
CCC(=O)Nc1nnc(S(=O)(=O)N(C)c2cc(C)cc(C)c2)s1	-25	/	-2.7	-11	-5.0	42	/	-8	-8
Cc1ccc(OCC(=O)Nc2cccnc2Cl)cc1C	-10	0.9	0.5	1	-0.3	45	0.4	-9	-15
CCCCCC(=O)N1CC2(CC)CN(C(=O)CCCCC)CC(CC)(C1)C2=O	-31	-0.8	-1.7	3	-2.4	46	-0.5	3	-4
O=c1c2ccccc2nc(-c2ccco2)n1Cc1ccccc1	-7	-1.3	-0.2	-2	-0.7	-60	-1.1	-7	-5
CC(=O)NCC(=O)NC(C(=O)Nc1ccc2c(c1)OCCO2)c1ccccc1 (stereo not given)	-1	-0.4	-1.2	0	-1.9	37	-0.7	2	-1
Cc1c(C(=O)OC(C)C)sc(NC(=O)C2CCCO2)c1C(=O)OC(C)C (stereo not given)	-12	-0.4	-1.8	-12	-3.2	2	-2.3	-1	-1
Cc1c(NC(=O)NC2CCCCC2)cccc1[N+](=O)[O-]	2	0.7	-1.5	-4	-2.1	38	-1.2	-6	-8
COc1ccc(NC(=O)C2=NNC(=O)CC2)cc1S(=O)(=O)N1CCCCC1	-15	1.2	-0.9	-6	0.1	-27	2.2	-5	-1
N#Cc1c(-c2ccccc2)nc(N2CCN(Cc3ccccc3)CC2)[nH]c1=O	-30	0.3	-2.1	10	-0.6	24	-0.2	-10	-4
Cc1cc(S(=O)(=O)Nc2ccc(C(=O)NCC(c3ccco3)N3CCCC3)cc2)ccc1F (stereo not given)	16	1.9	2.1	-38	-1.4	48	0.5	-3	11
COc1cccc(CNc2ccccn2)c1O	1	0.4	-0.3	0	-2.1	13	0.4	-3	-13
